Bioassay records from PubChem BioAssay.
HIF-2a inh = inhibitors of HIF-2a. 0.72% of 360,000 active. inhibition, % at 18.8 µM. 786-0 RCC cells HIF-2a reporter, luciferase luminescence, overnight;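 active = inhibition of the luminescence signal of 40% or more relative to plate controls, in a single-dose primary screen at 18.75 µM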
KKLEB cytotox = counter-screen for CF NF-kB inhibitors: cytotoxicity. 0.36% of 360,000 active. KKLEB CF airway cells viability, ATPlite luminescence, overnight; active compounds read low; cells stimulated with P. aeruginosa culture filtrate. AID 602141. activity change (cytotoxicity), % at 5 µM;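 active = corrected activity change at or below -50% at 5 µM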
Peg3 prom inh = Peg3 promoter activity inhibition. HeLa PEG-Prom luciferase reporter, luminescence, overnight. inhibition, % at 20 µM. 1.7% of 360,000 active;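 active = inhibition of at least 50% at 20 µM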
iPSC survival up = hiPSC single-cell survival enhancement; 0.044% of 360,000 active; ATPlite luminescence; 100% = ROCK inhibitor wells, 0% = DMSO; survival enhancement, % at 20 µM; AID 602274; in the data active = survival enhancement above about 18%;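 also: cells exposed to compounds for 16 hours before the ATP read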
TWEAK Fn14 block = blocks TWEAK-Fn14 interaction in a reporter cell assay | TWEAK-stimulated Fn14 reporter cells, luciferase luminescence, 8 h | inhibition, % at 10 µM | 2% of 360,000 active | AID 1159606; in the data active = inhibition above about 50%
NR2E3 ag-1 = NR2E3 (human) agonism. Q9Y5X4. GST-NR2E3/biotin-RetCOR TR-FRET, 1536-well. inhibition of corepressor binding, % at 4.78 µM. 0.12% of 320,000 active. AID 2300;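 active = percent inhibition above the cutoff of mean plus 3 SD of all tested compounds, set per screening campaign, cut at about 20% in these data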;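 also: 0% = DMSO wells and 100% = biotin wells as full block of FRET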
Target sequence (Q9Y5X4 whole entry, looked up): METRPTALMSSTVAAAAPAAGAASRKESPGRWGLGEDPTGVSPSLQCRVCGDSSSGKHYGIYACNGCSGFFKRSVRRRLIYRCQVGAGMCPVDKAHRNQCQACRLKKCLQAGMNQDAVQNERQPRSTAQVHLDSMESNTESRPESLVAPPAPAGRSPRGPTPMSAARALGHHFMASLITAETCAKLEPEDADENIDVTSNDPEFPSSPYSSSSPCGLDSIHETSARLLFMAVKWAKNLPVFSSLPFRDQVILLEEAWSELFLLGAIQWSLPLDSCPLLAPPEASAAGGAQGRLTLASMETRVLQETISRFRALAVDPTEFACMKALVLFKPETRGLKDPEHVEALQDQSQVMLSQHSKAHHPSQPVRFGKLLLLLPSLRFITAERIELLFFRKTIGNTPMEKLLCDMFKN
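Material: NR2E3–RetCOR corepressor complex / Amount: 1.35 nM GST-NR2E3 / Medium: Tris pH 7.5 / Compound: single nominal compound dose of 4.8 µM / Incubation: 5 h at 4 °C / Technique: TR-FRET, Eu(K)-anti-GST donor, streptavidin-D2 acceptor, ex 340, em 617/671 nm / Read-out basis: percent loss of FRET ratio relative to control wells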
MITF TRPM1 inh = inhibitors of MITF-driven TRPM1 promoter in melanoma cells | SK-MEL-5 TRPM1 promoter luciferase, 24 h | 0.83% of 330,000 active | inhibition, % at 12.5 µM;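 active = mean inhibition across replicates of 60% or more, whatever share of single replicates reaches that level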; also: values of inactives mirror those of a sister screen read the other way
aDG glyco act = alpha-DG glycosylation activation. Pro5-aDG cells, alpha-DG glycosylation AlphaScreen (IIH6); 0% Pro5, 100% B10-LARGE cell signal. activation, % at 10 µM. 0.22% of 360,000 active. AID 624168;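 active = activation of at least 8% versus controls, or a plate z-score of at least 8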;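 also: Pro5 are CHO cells carrying HIG-tagged alpha-DG that lacks glycosylation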
Shn3 inh set2 = Schnurri-3 reporter inhibition in Clone20 osteoblasts; 0.52% of 360,000 active; inhibition, % at 12.5 µM; Clone20 osteoblast Shn3 3'UTR firefly luciferase, 24 h; AID 588674;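 active = mean inhibition of at least 75% with every replicate also reaching 75%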;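 also: 0% = median of neutral control wells and 100% = pilot-screen positive control compound; some compounds past the cut are filed as inactive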
CF NFkB block = inhibitors of cystic fibrosis induced NF-kB. KKLEB NF-kB-GFP reporter, PAF-induced, GFP fluorescence overnight. inhibition, % at 5 µM. 0.86% of 360,000 active;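 active = at least 50% inhibition at 5 µM, scaled per plate between neutral and stimulator controls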;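 also: PAF is a Pseudomonas aeruginosa culture filtrate used as stimulus; plate controls were PAF-stimulated DMSO wells for no effect and unstimulated DMSO wells for full effect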
NR2E3 ag-2 = human photoreceptor-specific nuclear receptor agonism; AID 602229; CHO-S Gal4-NCOR/VP16-NR2E3 two-hybrid, luciferase; 0.35% of 360,000 active; Q9Y5X4; inhibition of corepressor binding, % at 3.98 µM;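 active = inhibition above the mean of all tested compounds plus 3 SD, cut at about 70% in these data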;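 also: 0% = DMSO with NR2E3 transfected cells and 100% = cells lacking NR2E3 construct; higher means lower luciferase signal from less NR2E3 corepressor binding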
Active calls of the source: *; . = not tested or not shown.

canonical_smiles | HIF-2a inh | KKLEB cytotox | Peg3 prom inh | iPSC survival up | TWEAK Fn14 block | NR2E3 ag-1 | MITF TRPM1 inh | aDG glyco act | Shn3 inh set2 | CF NFkB block | NR2E3 ag-2
C=CCNC(=O)/C(=C/c1ccc(Br)cc1)NC(=O)c1ccccc1OC | 11.4 | -0.1 | 5.6 | 2.1 | -21.8 | 4.1 | 2.5 | 0.1 | 11.5 | 3.4 | 5.3
CCOc1ccc(NS(=O)(=O)c2ccc(NC(=S)NC(C)=O)cc2)cc1 | 2.0 | -1.9 | 1.1 | -0.2 | 4.2 | 3.3 | 3.0 | 0.6 | 13.2 | 5.4 | -10.0
N/C(=N\OC(=O)N1CCOCC1)c1ccc(Cl)cc1 | -47.7 | -1.1 | -69.1 | -1.1 | -11.5 | -0.7 | -12.3 | 0.1 | -13.9 | 2.5 | -8.4
C[C@H](CO)N1C[C@H](C)[C@@H](CN(C)Cc2ccc(-c3ccccc3)cc2)Oc2c(NS(=O)(=O)c3ccc(F)cc3)cccc2C1=O | 0.1 | 8.8 | -2.7 | 1.4 | 22.2 | . | -6.5 | 0.7 | -34.1 | -7.8 | -8.1
Cc1ccc2cccc(Oc3nnnn3-c3ccccc3)c2n1 | -0.5 | -3.8 | 24.0 | 6.7 | -0.4 | 0.8 | 15.7 | 0.5 | 8.1 | -12.8 | 3.5
O=C(Nc1ncc(Br)s1)C(Cc1ccccc1)n1cccc1 (centres undefined) | 12.5 | 0.9 | 31.4 | -1.4 | 4.4 | 0.0 | -18.2 | -0.1 | -15.3 | 13.8 | -10.7
COc1ccc(NC(=O)CN(C)C(=O)c2cccc(-n3cccc3)c2)cc1 | 2.5 | -5.9 | 6.3 | -0.4 | 0.7 | 3.0 | 2.1 | -0.1 | 3.9 | 6.1 | -30.8
Cc1ccc(C2=Nc3ccccc3N(C(=O)c3ccccc3)C(C)C2)cc1 (centres undefined) | 10.7 | 2.5 | 21.2 | -1.7 | 32.8 | 0.6 | 9.1 | -0.2 | -4.6 | 11.9 | -21.5
CC(=O)Nc1ccc(OCC(O)CNC(C)C)cc1 (centres undefined) | 0.0 | -9.4 | 0.4 | 0.0 | 8.5 | 2.1 | 10.3 | 0.0 | -14.9 | -10.4 | -14.8
Cc1c(NS(C)(=O)=O)cccc1-c1nc2cccnc2s1 | -139.4 | -17.3 | -119.7 | -0.3 | 7.6 | -5.0 | -34.5 | -0.3 | -46.8 | 40.0 | -59.7
COc1ccc(NC(=O)c2ccc(-c3nn(C)c(=O)c4ccccc34)cc2)cc1 | 5.5 | 15.9 | 2.5 | 1.1 | -24.7 | 6.3 | 1.7 | 0.0 | 4.1 | -6.9 | -45.0
O=P(OC1CCS(=O)(=O)C1)(c1ccccc1)c1ccccc1 (centres undefined) | 19.1 | -2.2 | 8.9 | 1.7 | 5.5 | -2.9 | -1.0 | -0.1 | 5.2 | 6.3 | -22.3
CCC1=NN2C(=N)/C(=C/c3ccc(OS(=O)(=O)c4ccccc4)c(OC)c3)C(=O)N=C2S1 | -2.6 | 9.4 | -31.2 | 0.2 | -16.8 | 7.0 | -4.1 | 0.1 | -26.3 | -15.3 | -29.7
CCCNC(=O)Nc1cccc(C(=O)OC)c1 | 0.5 | -5.1 | -9.2 | 0.9 | 3.3 | 0.1 | -1.3 | 0.0 | 12.1 | 18.3 | 14.2
COc1ccc(C(C)=O)cc1COC(=O)CNC(=O)c1ccccc1F | 5.6 | 1.0 | 2.1 | 2.3 | 13.8 | 3.1 | -3.2 | -0.1 | -0.1 | -2.5 | -0.3

Going on with the list.
canonical_smiles | HIF-2a inh | KKLEB cytotox | Peg3 prom inh | iPSC survival up | TWEAK Fn14 block | NR2E3 ag-1 | MITF TRPM1 inh | aDG glyco act | Shn3 inh set2 | CF NFkB block | NR2E3 ag-2
CCn1c(SCC(=O)c2ccc(Cl)cc2)nnc1-c1cccs1 | -57.4 | 1.7 | -41.1 | 2.4 | -4.1 | 1.9 | -21.3 | 0.3 | -50.3 | -3.0 | -20.5
CCOC(=O)c1[nH]c(C(=O)O)c(CCC(=O)OC)c1C | -1.2 | 2.4 | -9.0 | 1.6 | -8.1 | -3.0 | -5.9 | 0.1 | -15.4 | -0.7 | 9.3
CCOc1ccccc1N1CCN(C(=O)c2cccs2)CC1 | 11.0 | 8.1 | 21.1 | 0.3 | 2.2 | -1.2 | 16.8 | -0.1 | -13.0 | -2.5 | 19.1
CC(=O)NC(C(=O)OCC(=O)N(c1ccccc1)c1ccccc1)C(C)C (centres undefined) | 13.5 | 5.8 | 9.8 | -0.3 | 3.9 | 2.6 | 0.5 | 0.0 | 1.1 | -0.5 | -1.5
O=S(=O)(c1ccc(F)cc1)c1nc(-c2ccccc2)oc1N1CCOCC1 | 14.9 | 9.6 | 28.3 | -0.4 | 4.8 | -2.0 | -0.9 | 0.0 | 10.4 | -8.3 | -13.9
Cc1cc(C)c2c(n1)sc1c(=O)n(CC(=O)c3ccccc3)cnc12 | -312.5 | -10.8 | -214.0 | -0.2 | -77.5 | 1.9 | -61.8 | -0.1 | -10.5 | 6.1 | -40.1
Nc1ccc(C(=O)O)cc1S(=O)(=O)O | 19.0 | -1.6 | -3.2 | -0.5 | 6.7 | 0.9 | 6.6 | -0.3 | -2.3 | 3.7 | -18.7
COc1ccccc1NC(=O)Nc1ccc(S(=O)(=O)Nc2onc(C)c2C)cc1 | 6.7 | -9.4 | 3.7 | -2.7 | 4.8 | 3.6 | . | 0.0 | -4.3 | 23.0 | -5.5
Cc1cc(C(=O)Nc2cccc3c2O[C@@H](CN(C)S(C)(=O)=O)[C@H](C)CN([C@@H](C)CO)C3=O)n(C)n1 | 11.8 | 3.3 | 5.5 | 0.5 | 4.2 | . | 4.0 | -0.4 | 17.5 | -40.4 | -15.9
CCCc1nnc(NC(=O)c2cccs2)s1 | -124.1 | 2.5 | -105.0 | -3.4 | -21.6 | -1.5 | -21.9 | -0.1 | -34.9 | 2.6 | -67.2
O=C(Nc1ccccc1)Nc1nnc(-c2cccs2)s1 | -159.3 | -1.0 | -130.8 | 0.6 | -17.3 | -0.6 | -70.1 | -0.1 | -68.1 | 3.4 | -84.4
COc1ccc(N2C[C@H](C)[C@@H](CC(=O)Nc3ccccc3)C2=O)cc1 | 1.0 | -2.6 | 11.7 | -2.2 | 11.6 | . | . | 0.0 | -12.5 | -22.8 | -2.0
CCOC(=O)N1CCN(C(=O)c2ccc(C#CC3(O)CCCCC3)cc2)CC1 | -1.7 | -2.8 | -96.1 | -1.7 | -14.6 | 0.6 | 3.1 | 0.5 | -14.5 | 2.9 | -38.6
COc1cc(NC(=O)c2cccs2)c(OC)cc1NC(=O)c1ccco1 | 13.9 | -5.4 | 4.3 | -0.4 | 8.8 | 6.0 | -3.4 | 0.2 | -28.5 | -5.5 | 3.4
COC(=O)c1ccccc1NC(=O)c1cn(-c2ccc(C)c(C)c2)c(=O)c2ccccc12 | 15.6 | -20.6 | 52.4* | 0.4 | 22.1 | 1.9 | 0.3 | -0.4 | -31.8 | 29.4 | 7.1

The list goes on.
canonical_smiles | HIF-2a inh | KKLEB cytotox | Peg3 prom inh | iPSC survival up | TWEAK Fn14 block | NR2E3 ag-1 | MITF TRPM1 inh | aDG glyco act | Shn3 inh set2 | CF NFkB block | NR2E3 ag-2
O=C(COC(=O)c1ccc(CNS(=O)(=O)c2ccc(F)c(Cl)c2)cc1)NC1CCCCCCC1 | 1.7 | -4.8 | -5.7 | 0.3 | -16.3 | 0.5 | -1.4 | -0.1 | 18.8 | 4.4 | -20.9
COc1ccc(C=O)cc1COc1ccc2c(c1)OCO2 | 18.5 | 10.9 | -3.4 | -0.3 | 0.0 | . | 12.2 | -0.2 | -2.2 | -40.9 | -10.1
CCCCSc1nc(O)c(Cc2ccccc2)c(=O)[nH]1 | 19.9 | -7.0 | -3.0 | 0.7 | 2.5 | 3.6 | 7.5 | 1.5 | -23.9 | -2.8 | -4.4
Cc1cc(NC(=O)CSc2ccc3nnc(-c4cccnc4)n3n2)no1 | 13.5 | 0.0 | 6.1 | -1.1 | 2.2 | 2.6 | 8.5 | 0.3 | 3.3 | 5.1 | -14.1
CC(OC(=O)CCC(=O)c1ccccc1)C(=O)Nc1ccc(F)cc1 (centres undefined) | 1.4 | -4.1 | -5.4 | -0.3 | -2.1 | 0.7 | 1.6 | -0.3 | -3.0 | 2.2 | -29.0
Cc1cccc(C(C)C)c1NC(=O)CN(C)Cc1cccc(F)c1 | 11.7 | 5.9 | 5.9 | -0.1 | 1.2 | 2.0 | 5.1 | 0.2 | 11.2 | -0.2 | 12.0
CC(=O)Nc1ccccc1C(=O)C(=O)Nc1cccc(C(=O)NC2CC2)c1 | -60.6 | 7.2 | -44.1 | 0.8 | 1.2 | -1.7 | -20.7 | -0.1 | -65.3 | -10.7 | -14.1
O=C(NNc1cc(N2CCOCC2)nc(N2CCOCC2)n1)c1ccc(Cl)c(Cl)c1 | 14.1 | 4.1 | -3.5 | 2.2 | -11.2 | -3.8 | -17.5 | -0.3 | 2.9 | -21.3 | -23.7
COc1ccc(NC(=O)CCN2C(=O)C3CC=CCC3C2=O)cc1S(=O)(=O)N1CCCCC1 (centres undefined) | 3.3 | -4.1 | 2.5 | -0.4 | 7.8 | . | 2.4 | 0.0 | -2.2 | -2.9 | -20.4
CC(C)Oc1ccccc1C1CC(=O)Nc2cc3c(cc21)OCCO3 (centres undefined) | 28.7 | -38.4 | 10.3 | -4.0 | 23.1 | -3.6 | 42.4 | -0.1 | 77.1 | 44.2 | 43.6
O=C(COC(=O)c1cnccn1)NC(=O)c1ccccc1 | 2.3 | -9.6 | 0.5 | -0.4 | 2.1 | 1.6 | -3.9 | 0.0 | -16.4 | -8.3 | -16.1
CCOC(=O)/C(=N\Nc1ccccc1Cl)N(C)C1CCS(=O)(=O)C1 (centres undefined) | 4.1 | 5.2 | 6.8 | -2.5 | -4.1 | -4.2 | 1.2 | 0.5 | 3.7 | -15.9 | -30.5
CCOc1cc(-c2cc(-c3ccc(N)cc3)nc(N)c2C#N)ccc1O | -38.9 | -10.8 | 23.5 | 1.8 | 38.0 | 2.9 | -20.7 | -0.4 | 20.3 | -6.2 | 2.5
Cc1cccc(NC(=O)CNC(=O)N2CC(=O)Nc3ccccc32)c1C | 12.4 | 7.6 | -0.8 | 0.5 | 12.9 | -1.2 | 2.6 | -0.4 | -0.4 | -14.1 | -16.0
Oc1c(CN2CCOCC2)cc(COCc2ccccc2)c2cccnc12 | 17.3 | 1.3 | 49.5 | 10.4 | 15.3 | -4.2 | 84.6* | -0.5 | 89.6* | -2.5 | -18.4
COc1ccc(/C=C/C(=O)O)cc1S(=O)(=O)NCc1cccnc1 | 12.2 | -7.3 | 15.1 | 1.4 | -14.9 | 0.9 | -7.8 | 0.0 | 1.9 | -33.1 | 1.4
COc1ccc(CCNC(=O)CNC(=O)Cn2cnc3sc(C)c(C)c3c2=O)cc1OC | 8.0 | 19.9 | 8.0 | -0.9 | 15.0 | 2.5 | 4.9 | -0.2 | -5.7 | -7.2 | -11.0
